High-throughput results from PubChem BioAssay.
Measles CPE = protection of cells from measles virus; Measles virus-infected cells, CPE protection, absorbance; 140,000 tested, 1.5% active; protection (pct of control), % at 4 µM; in the data active = protection mostly above about 24%, no sharp cut-off; inactive = mostly below about 26%; note: some compounds called inactive have numbers as strong as hits
HCT116 bCat-KO = beta-catenin-lacking colon tumor cell growth suppression; HCT116 beta-catenin knockout viability, CellTiter-Glo, 60 h; active compounds read low; viability, % at 10 µM; 140,000 tested, 1.5% active;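 active = viability at or under a set limit, the compound median less 4 SD, cut at about 6% in these data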;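 note: 0% = Hyamine 1622 control at 20 µM and 100% = untreated cell control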
Phagocyt inh = blocks phagocytosis by macrophages | J774A.1 macrophage IgG-bead phagocytosis, imaging | inhibition, % at 5 µM | 110,000 tested, 0.07% active | AID 1029;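 active = inhibition above the mean of the plate negative controls plus 5 SD, cut at about 13% in these data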;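 note: phagocytic index as fraction of beads internalized from green versus red external bead signal; plate controls were DMSO negative control for no effect and cytochalasin-D positive control for full effect; some results beyond the cut were filed as inactive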
NPY-Y2 antag = antagonists of human neuropeptide Y receptor Y2; NPY-Y2 expressing cells, antagonist mode; AID 793; inhibition, % at 2.7 µM; P49146; 140,000 tested, 0.99% active; in the data active = inhibition above about 17%;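 note: 0% = vehicle with agonist challenge and 100% = reference antagonist with challenge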
Target sequence (P49146 whole entry, looked up): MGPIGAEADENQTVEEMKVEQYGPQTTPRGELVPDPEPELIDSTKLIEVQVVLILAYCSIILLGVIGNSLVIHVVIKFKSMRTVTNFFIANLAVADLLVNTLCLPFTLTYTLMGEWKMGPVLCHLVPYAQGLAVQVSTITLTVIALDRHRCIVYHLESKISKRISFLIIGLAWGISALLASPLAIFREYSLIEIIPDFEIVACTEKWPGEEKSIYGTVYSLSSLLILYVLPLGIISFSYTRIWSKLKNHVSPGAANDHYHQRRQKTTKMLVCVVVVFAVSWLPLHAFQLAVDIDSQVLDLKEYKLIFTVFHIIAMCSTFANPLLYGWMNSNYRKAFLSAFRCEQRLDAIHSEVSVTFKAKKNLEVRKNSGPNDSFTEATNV
Yeast life ext = extends the lifespan of yeast; S. cerevisiae growth with nicotinamide, OD615; deaD strain in restrictive glucose medium; 130,000 tested, 0.68% active; inhibition of the nicotinamide effect, % at 10 µM;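 active = inhibition above a set limit, placed 3 SD over the median of all compounds, cut at about 26% in these data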;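 note: 0% = nicotinamide-treated wells and 100% = cells grown without nicotinamide; some compounds called inactive have numbers as strong as hits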
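assay system = DeaD-strain S. cerevisiae | buffer or medium = restrictive glucose medium | reagent = 1.5 mM nicotinamide | compound = 10 µM single point, 0.25% DMSO | incubation = 48 h compound exposure at 30 °C, humidified | signal = OD615 measurement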
E-sel TNF inh = blocks E-selectin expression induced by TNF alpha; HUVEC TNFa-induced E-selectin immunofluorescence, high content; inhibition, % at 2 µM; 120,000 tested, 0.71% active; AID 1246;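 active = inhibition above the batch mean plus 3 SD, and confirmed as a hit on visual image review, cut at about 43% in these data; inconclusive = passes the inhibition cutoff but fails visual image review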;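 note: 0% = TNF-stimulated DMSO wells and 100% = unstimulated control wells; not every result past the cut was called active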
GALR2 antag = antagonists of human galanin receptor 2 (GALR2); 140,000 tested, 0.39% active; inhibition, % at 4 µM; GALR2-expressing cells, antagonist mode; in the data active = inhibition above about 27%;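 note: cells stimulated with galanin 1-16 at roughly its EC80; 0% = agonist challenge control and 100% = basal control without agonist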
Target sequence (O43603 whole entry, looked up): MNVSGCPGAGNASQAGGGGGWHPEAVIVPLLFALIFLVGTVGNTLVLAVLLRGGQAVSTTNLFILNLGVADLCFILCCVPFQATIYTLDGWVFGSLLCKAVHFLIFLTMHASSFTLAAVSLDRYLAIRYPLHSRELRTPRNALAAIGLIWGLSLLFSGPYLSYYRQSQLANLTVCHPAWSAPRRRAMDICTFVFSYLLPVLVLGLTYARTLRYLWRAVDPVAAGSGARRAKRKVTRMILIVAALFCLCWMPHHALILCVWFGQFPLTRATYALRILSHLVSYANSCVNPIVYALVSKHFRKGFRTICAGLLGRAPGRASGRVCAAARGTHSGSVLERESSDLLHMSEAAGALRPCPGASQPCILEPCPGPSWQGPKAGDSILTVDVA
Yeast growth inh = chemicals that inhibit yeast BB579 growth in restrictive medium (lifespan-shortening candidates) | S. cerevisiae BB579 growth, OD615, 48 h | inhibition, % at 10 µM | 140,000 tested, 0.51% active;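 active = inhibition above a set limit, 3 SD over the mean compound inhibition, cut at about 44% in these data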; note: inactives centre near -24
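test system = yeast BB579 (DeaD) | buffer or medium = restrictive CSMM-D medium | doses = single compound dose of 10 µM, 0.25% DMSO final | times = 4 h preincubation and 48 h exposure at 30 °C | technique = culture absorbance at 615 nm | benchmarks = amphotericin B 10 µg/mL, positive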
MRP1 act = activators of MRP-1; viability increase, % at 10 µM; AID 799; 140,000 tested, 0.61% active; H69AR cells + doxorubicin, viability rescue, CellTiter-Glo;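 active = viability gain under doxorubicin at or above a set limit, the compound median plus 3 SD, cut at about 4.7% in these data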;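 note: MRP-1 overexpressing cells given doxorubicin 25 µM after compound pretreatment; 18-22 h compound pretreatment then 72 h with doxorubicin before readout; 0% = doxorubicin-only wells and 100% = vehicle-treated cells without doxorubicin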
PTEN del growth = suppresses growth of cells with PTEN deletion. 140,000 tested, 1.2% active. HCT116 PTEN-null viability, CellTiter-Glo, 60 h; active compounds read low. viability, % at 10 µM. AID 827;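 active = viability at or below a set limit, 4 SD under the median of all tested compounds, cut at about 3.7% in these data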;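 note: PTEN knockout HCT116 line with beta catenin targeted HCT116 as companion control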
* hit, by the source's call; ? = inconclusive; nt = no result given.

Sequence of screens: Measles CPE	HCT116 bCat-KO	Phagocyt inh	NPY-Y2 antag	Yeast life ext	E-sel TNF inh	GALR2 antag	Yeast growth inh	MRP1 act	PTEN del growth
CCC(=O)Nc1cccc(NC(=O)CSc2nnnn2Cc2ccccc2)c1
    1	91	nt	1	25	-16	-12	-54	-2.5	89
CCNC(=O)CN(CCc1ccccc1)S(C)(=O)=O
    6	91	2	2	-8	?	-22	-43	-0.1	103
Nc1cc(-c2cccc(Br)c2)nn1Cc1ccccc1
    31	64	1	1	-6	nt	16	-25	-2.1	65
CC1CCCCN1S(=O)(=O)c1ccc(N(C(=O)c2cnccn2)C(C(=O)NC2CCCCC2)c2cccs2)cc1 (centres undefined)
    23	80	-9	2	-3	nt	-15	0	2.6	82
CCCC(=O)c1cn(CC(=O)OC)c2ccccc12
    12	82	0	-2	-4	8	7	-32	-2.9	88
COc1ccc(/C=N/NC(=O)c2nn(-c3ccc(C)c(C)c3)c(=O)c3ccccc23)cc1
    6	87	0	12	-4	-12	0	-67	-0.9	91
CCOC(=O)c1cc(CC)sc1NC(=O)c1ccc([N+](=O)[O-])c(N2CCOCC2)c1
    2	34	-4	-1	3	4	-2	-32	-3.9	22
Cc1cc(C)c(NC(=O)/C=C\C(=O)O)c([N+](=O)[O-])c1
    4	93	-2	2	-9	-8	-6	-2	-1.3	97
Cc1nn(-c2ccccc2)c(C)c1/C=C/C(=O)OC(C)C(N)=O (centres undefined)
    5	89	nt	3	-2	-1	14	-23	-0.6	99
C/C(=N/Oc1nc(C)cc(C)n1)c1ccc(Br)cc1
    8	96	-1	8	-7	8	-5	-12	-0.2	93
Cn1c(Cc2ccccc2)nnc1SCC(=O)Nc1ccc2c(c1)OCCO2
    25	101	0	2	-1	-5	-1	-70	-1.8	99
Cc1cccc(C)c1NC(=O)CSc1nnc(Cn2nnc(-c3ccccc3)n2)n1-c1ccccc1
    18	85	0	1	-1	-4	-4	-22	-0.2	62
CNC(=S)N/N=C(\C)c1cccc([N+](=O)[O-])c1
    6	90	-12	2	-6	-6	0	-26	-0.5	89
COc1ccc(CC(=O)NC(C)c2nnc(SCCOc3ccc(OC)cc3)n2C)cc1 (centres undefined)
    11	92	0	2	-2	10	-4	-45	1.2	nt
O=C(c1cncc(Br)c1)N1CCCc2ccccc21
    11	94	-4	2	-3	-40	1	-17	-1.3	93
CCCC(=O)Nc1nc(C)c(-c2csc(Nc3ccc(Cl)cc3)n2)s1
    4	62	nt	2	-14	-1	6	-62	0.4	54
COc1ccccc1N1CCN(C(=O)Cc2cccs2)CC1
    4	81	2	2	1	10	-4	-58	-1.2	86
CCN(CC)S(=O)(=O)c1cc(NS(=O)(=O)c2c(Cl)cccc2Cl)ccc1C
    7	80	-3	5	28*	nt	-9	-52	-2.3	76
O=C(O)c1c[nH]c2c(C(F)(F)F)cccc2c1=O
    9	99	-2	4	-7	8	6	-80	-0.4	105
CCN(CC)S(=O)(=O)c1ccc(NC(=O)c2cccc3c2C(=O)N(CCOC)C3)cc1
    12	95	nt	2	3	nt	12	-37	-1.9	100
CCn1cc([N+](=O)[O-])c(C(=O)Nc2c(C)nn(Cc3cccc(F)c3)c2C)n1
    8	88	-5	3	0	nt	-8	-41	-1.1	87
ONC(=Nc1ccc(Cl)cc1)c1ccccc1Cl
    6	92	-1	2	-3	nt	1	-26	-2.4	96
O=C(CCSCCc1ccccn1)Nc1cc(F)ccc1F
    6	97	nt	2	-2	4	16	-20	-1.1	95
CC1=C(C)CC(C(=O)NNC(=O)c2cccc(Cl)c2)C(C(=O)O)C1 (centres undefined)
    5	93	-2	6	3	nt	6	-34	4.6	102
CN(c1ccccc1)S(=O)(=O)c1cc(C(=O)Nc2nc3ccccc3[nH]2)ccc1Cl
    14	14	nt	7	14	-21	7	-37	-2.5	11
COc1ccc(-n2c(C)cc(C(=O)Cn3nnc4ccccc4c3=O)c2C)cc1
    nt	74	nt	4	-1	-57	-5	-39	-0.5	75
C=CCNC(=O)/C(C#N)=C/c1c(N2CC(C)OC(C)C2)nc2ccccn2c1=O (centres undefined)
    6	101	-3	1	13	-11	8	-9	-0.7	93
COc1ccc2[nH]c(C)c(CCNC(=S)Nc3cccc(C)c3C)c2c1
    13	88	nt	0	2	-7	4	-8	-3.5	67
COc1ccccc1-c1ccc(Nc2ccc(C(=O)N3CCOCC3)cc2)nn1
    5	69	nt	3	nt	-5	11	-2	-2.3	80
COc1ccc(CCNC(=O)CN2CCC(C(N)=O)CC2)cc1
    29	86	2	1	2	-8	-11	-16	-0.6	89

Arranged by SMILES length (highest first): part of the list above.
Sequence of screens: Measles CPE	HCT116 bCat-KO	Phagocyt inh	NPY-Y2 antag	Yeast life ext	E-sel TNF inh	GALR2 antag	Yeast growth inh	MRP1 act	PTEN del growth
CCOC(=O)c1cc(CC)sc1NC(=O)c1ccc([N+](=O)[O-])c(N2CCOCC2)c1
    2	34	-4	-1	3	4	-2	-32	-3.9	22
CCN(CC)S(=O)(=O)c1cc(NS(=O)(=O)c2c(Cl)cccc2Cl)ccc1C
    7	80	-3	5	28*	nt	-9	-52	-2.3	76
COc1ccc(CC(=O)NC(C)c2nnc(SCCOc3ccc(OC)cc3)n2C)cc1 (centres undefined)
    11	92	0	2	-2	10	-4	-45	1.2	nt
COc1ccc(-n2c(C)cc(C(=O)Cn3nnc4ccccc4c3=O)c2C)cc1
    nt	74	nt	4	-1	-57	-5	-39	-0.5	75
COc1ccccc1-c1ccc(Nc2ccc(C(=O)N3CCOCC3)cc2)nn1
    5	69	nt	3	nt	-5	11	-2	-2.3	80

(more compounds)
| smiles | Measles CPE | HCT116 bCat-KO | Phagocyt inh | NPY-Y2 antag | Yeast life ext | E-sel TNF inh | GALR2 antag | Yeast growth inh | MRP1 act | PTEN del growth |
| --- | --- | --- | --- | --- | --- | --- | --- | --- | --- | --- |
| COc1ccc(NC(=O)c2cc(-c3cccnc3)nc3ccc(C)cc23)cc1OC | 4 | 99 | -1 | 0 | -8 | -47 | 10 | -21 | -2.3 | 99 |
| CCC(Sc1nc2ccccc2s1)C(=O)Nc1cc(C)on1 (centres undefined) | 20 | 88 | nt | 3 | nt | 7 | 4 | 1 | -2.9 | 84 |
| CCCCNC(=O)CCCCCn1c(=O)[nH]c2cc(OC)c(OC)cc2c1=O | 7 | 87 | 0 | 0 | -25 | nt | 16 | 4 | -2.5 | 97 |
| O=C(N/N=C/c1ccc(N2CCOCC2)o1)c1cccc(F)c1 | 3 | 99 | nt | 0 | nt | 10 | 0 | -17 | 0.4 | 98 |
| Cc1cc(C(=O)Cn2cncn2)c(C)n1CCc1ccc(F)cc1 | 68* | 79 | 0 | 0 | -16 | -15 | -2 | -10 | -1.4 | 84 |
| Cc1ccc(-c2ccc(CCC(=O)O)n2NC(=O)c2ccco2)cc1 | 2 | 87 | 0 | 10 | -17 | 19 | -20 | 12 | -2.5 | 88 |
| COCC(=O)Nc1cc(OC)c(Cl)cc1OC | 22 | 103 | 4 | 1 | -12 | -21 | 4 | -32 | -1.2 | 101 |
| CCOCCc1c(O)nc(SCC(=O)NCc2ccco2)[nH]c1=O | 9 | 80 | -4 | -1 | -12 | 18 | 8 | -15 | -4.0 | 89 |
| CC(C)C(=O)Nc1ccc(NC(=O)c2cccc(F)c2)cn1 | 7 | 117 | -1 | 7 | -2 | 0 | 6 | -65 | 0.6 | 115 |
| CC(NC(=O)CSc1nc2sc3c(c2c(=O)n1-c1ccccc1)CCCC3)c1ccccc1 (centres undefined) | 3 | 71 | nt | 1 | nt | -35 | -9 | -22 | -8.5 | 70 |
| Cc1ccc(N2C(=N)/C(=C3/Nc4ccccc4S3)C(c3ccccc3)C2=O)cc1 (centres undefined) | 14 | 2.8* | 1 | 2 | 4 | -16 | -4 | -30 | -5.8 | 1.8* |
| CCOC(=O)N1CCC(N2C(=O)c3ccccc3C2=O)CC1 | 1 | 87 | 0 | 1 | -10 | -1 | 9 | -8 | -0.4 | 96 |
| O=S1(=O)CCC(NC(=S)Nc2ccc(Cl)cc2)C1 (centres undefined) | 12 | 96 | -4 | -1 | 0 | nt | -1 | -10 | -2.9 | 105 |
| N#CCC1c2ccccc2CCN1C(=O)Nc1ccc(C(F)(F)F)cc1 (centres undefined) | 7 | 68 | 0 | -1 | 6 | -21 | -3 | -2 | -1.4 | 73 |
| O=C(CSc1nc2ccccc2[nH]1)NCCc1ccc(Cl)cc1 | 4 | 88 | -5 | 4 | -4 | nt | -1 | -4 | -0.7 | 93 |
| Cc1nc2ccccc2n1CCC(=O)O | 23 | 96 | -1 | -2 | 0 | 3 | -17 | -49 | 0.1 | 104 |
| CC(=O)c1cc(CC=C(C)C)c(O)c(CC=C(C)C)c1O | 19 | 88 | nt | 25* | -6 | -31 | 10 | -11 | -0.8 | 84 |
| Cc1ccc(C(=O)Nc2ccccc2NC(=O)c2ccc(C)o2)o1 | 10 | 90 | -1 | -2 | -6 | 0 | 0 | -18 | -1.7 | 92 |
| COc1cccc(CN2C(=O)CN(C3CCCCC3)C(=O)C2c2ccc(F)cc2)c1 (centres undefined) | 17 | 91 | -1 | 2 | -10 | -24 | 3 | -37 | -1.9 | 86 |
| OC1(c2ccc3c(c2)OCO3)CCN(Cc2ccccn2)CC1 | 10 | 98 | 3 | 2 | -2 | -10 | 3 | -12 | -3.2 | 100 |
| CCC(C)NS(=O)(=O)c1ccc(OCC(=O)NCc2cccnc2)cc1 (centres undefined) | 16 | 113 | 1 | 2 | -10 | -1 | 5 | -16 | -1.2 | 95 |
| Cc1ccc2cc(C#N)c(N3CCCN(S(=O)(=O)c4ccccc4)CC3)nc2c1 | 10 | 95 | nt | 0 | 7 | -17 | 9 | -39 | -0.3 | 98 |
| O=C(O)c1cc(S(=O)(=O)N2CCOCC2)c(Sc2ccccn2)cc1Sc1ccccn1 | 6 | 110 | 0 | 3 | -9 | nt | -4 | -43 | 0.8 | 114 |
| CC1CCN(c2nc3c(c(=O)[nH]c(=O)n3C)n2Cc2ccccc2)CC1 | 8 | 96 | 0 | -1 | 1 | nt | 3 | -4 | -1.2 | 88 |
| CCOC(=O)c1c(C)nc2sc(C(N)=O)c(N)c2c1-c1ccc(OC)cc1 | 14 | 106 | 0 | 2 | 0 | 15 | -21 | -4 | -1.1 | 110 |
| CCCCCCCC1=CC2=CC(=O)C(C)(OC(C)=O)C(=O)C2=CN1CCc1ccccc1 (centres undefined) | 5 | 97 | nt | 2 | 13 | -40 | -6 | -39 | -2.3 | 101 |
| CCn1cc([N+](=O)[O-])c(C(=O)N2N=C(c3ccc(OC)cc3OC)CC2c2ccccc2O)n1 (centres undefined) | 7 | 68 | 2 | 1 | 2 | 15 | 6 | 7 | -2.3 | 81 |
